TRPV1 agonist – human TRPV1 agonism; TRPV1-expressing cells, Fluo-8 calcium influx, agonist mode; activation, % at 8.33 µM; 0.19% of 320,000 active; AID 540275; in the data active = activation above about 80%; inconclusive = between about 30% and that limit; note: 0% is about no effect
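Fluo-8 calcium influx in TRPV1-expressing cells, kinetic read (ex 480/em 520 nm). Compound added and read 3 min for agonist activity, followed by capsaicin at EC20 final and 2 min further read for enhancement.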
Integrin act MD – activators of alpha7 integrin expression for muscular dystrophy. alpha7betagal myoblasts, beta-gal FDG fluorescence, 48 h. Potency, µM (highest dose often 38.3 µM), for inactives: at the top dose activation, usual class: activators. 0.064% of 350,000 active. AID 624291;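 note: potency is the fitted concentration of half-maximal effect; 100% = response of the positive control SU9516; nearly all actives have a fitted effect of over 60% in size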
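alpha7betagal+/- myoblasts (passage 13, 250/well) treated 48 h at 37C with compounds at 1:260 dilution of DMSO stock. Lysed, then beta-galactosidase activity read as FDG fluorescence (ex 480/em 540) after 30 min, with pre-read for autofluorescence.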
S-ASM inh – inhibitors of human secretory acid sphingomyelinase | P17405 | placental ASM, HMU-PC fluorogenic substrate, 60 min | Potency, µM (doses to about 57.5 µM), inactives show at the top dose activity change, negative = inhibition, hits mostly inhibitors | 0.006% of 340,000 active; note: potency is the fitted concentration of half-maximal effect
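Fluorogenic HMU-PC substrate (9 uM final) is turned over by placental ASM in 60 min at 37 C after a 10 min compound preincubation. Reaction ended by alkaline stop (pH 10), with fluorescence read at 386/447 nm.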
BRCA1 expr up – activators of BRCA1 expression | 1.1% of 380,000 active | MCF7-BRCA1-FFLuc reporter, luminescence, 48 h; response scale: scaled: vehicle 0%, 10 µM genistein 100% | Potency, µM (doses to about 46.1 µM), for inactives: top-dose activation, most hits filed as activators; note: potency is the fitted concentration of half-maximal effect; nearly all actives have a fitted effect of over 80% in size; some results filed as inactive show a strong effect at the top dose
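MCF7-BRCA1-FFLuc, 2000 cells/well; 2 h attach, 37 °C/5% CO2; compound 48 h; luciferase substrate 15 min; luminescence end-point. Norm. to genistein 10 microM max activation and DMSO; concentration-response curves fitted.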
p53 reactivator – re-activators of mutant p53 | Potency, µM (series often up to 92.2 µM), for inactives: at the highest dose activity change, positive = activation, actives largely listed as activators | 0.063% of 320,000 active | AID 504706 | H1299 p53-A138V BP100-luciferase reporter, luminescence, 24 h; note: potency is the fitted concentration of half-maximal effect; % of control where 0% means no effect; nearly all actives have a fitted effect of over 45% in size
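H1299 (p53-null), stable ts p53-A138V + BP100-Luc; 1000 cells/well, Opti-MEM/10% FBS; cpd 4 pt, 1:5; 24 h, 37 deg C, 5% CO2; detection reagent 10 min RT; luminescence.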
TSG101-PTAP inh – blocks PTAP/TSG101 interaction to inhibit HIV-1 budding; Q99816; Fluorescence polarization, FITC-PTAP peptide / Tsg101 binding; Potency, µM (highest dose often 115 µM), inactives show top-dose activity change, negative = inhibition, most hits filed as inhibitors; 340,000 tested, under 10 active; AID 493005; active = well fitted inhibition curve with a large enough effect in the main read-out, with a control signal flat, not every such curve was filed as active; inconclusive = small, poorly fitted or top-dose-only effect, or effect the other way, or a change in a side signal; inactive = no such curve, though single readings can be large or run the other way; note: potency is the fitted concentration of half-maximal effect; % of control where 0% means no effect
Target sequence (Q99816 whole entry, looked up): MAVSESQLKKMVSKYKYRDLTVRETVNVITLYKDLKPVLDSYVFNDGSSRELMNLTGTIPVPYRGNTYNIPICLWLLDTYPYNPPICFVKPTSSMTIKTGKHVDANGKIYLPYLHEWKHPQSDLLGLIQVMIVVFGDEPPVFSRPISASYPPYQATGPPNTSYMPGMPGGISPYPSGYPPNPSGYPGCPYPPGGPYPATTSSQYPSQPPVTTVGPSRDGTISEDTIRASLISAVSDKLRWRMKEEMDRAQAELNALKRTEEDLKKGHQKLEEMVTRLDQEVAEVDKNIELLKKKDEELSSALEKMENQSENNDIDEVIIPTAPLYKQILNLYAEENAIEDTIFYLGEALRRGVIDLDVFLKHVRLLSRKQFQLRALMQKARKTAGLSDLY
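Fluorescence anisotropy tracks displacement of a FITC-tagged PTAP peptide (50 nM) from the Tsg101 binding domain (10 uM), following a 20 min room-temperature incubation at pH 7.5.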
ELG1 genotoxic – inducers of genotoxicity in HEK293T ELG1-luciferase cells; HEK293T ELG1-luciferase reporter, luminescence, 16 h; 1.3% of 330,000 active; Potency, µM (highest dose often 46 µM), for the others: at the highest dose activity change, positive = activation, hits mostly activators; AID 504466; note: potency is the fitted concentration of half-maximal effect; % of control where 0% means no effect; nearly all actives have a fitted effect of over 60% in size
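After overnight (16 hr) compound treatment at 37 °C, ELG1-luciferase HEK293T cells were lysed with ONE-Glo; luminescence quantified 30 min later at room temperature.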
USP2a inh – inhibitors of human ubiquitin-specific protease USP2a | 0.01% of 330,000 active | Potency, µM (top dose mostly 38.3 µM), without a hit: at the top dose activity change, negative = inhibition, usual class: inhibitors | USP2 core, Ub-CHOP2 coupled fluorogenic reporter, 485/531 | O75604;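 note: potency is the fitted concentration of half-maximal effect; plate controls were DMSO wells for no effect and full inhibition by NEM control for full effect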
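USP2 core (10nM final) preincubated 30min RT with compound in 20mM Tris-HCl pH 8.0, 2mM CaCl2, 2mM beta-mercaptoethanol, 0.05% CHAPS; 25nM Ub-CHOP2 plus 25nM reporter substrate added, fluorescence (Ex485/Em531) read after 60min.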
uPA surface inh – inhibitors of cell surface uPA generation; cell surface uPA generation assay, qHTS; Potency, µM (top dose mostly 38.3 µM), without a hit: at the highest dose activity change, negative = inhibition, most hits filed as inhibitors; 0.31% of 330,000 active; active = well fitted inhibition curve with a large enough effect; inconclusive = small, poorly fitted or top-dose-only effect; inactive = no such curve, though single readings can be large or run the other way; tested in mouse RAW 264.7 cells; note: potency is the fitted concentration of half-maximal effect; % is set by controls: 0 for no effect and ±100 for the full control effect; nearly all actives have a fitted effect of over 55% in size
Eya2 phos inh – Eya2 (human) phosphatase inhibition | AID 488837 | 0.006% of 330,000 active | recombinant Eya2, OMFP fluorescence dephosphorylation (OMFP is methylfluorescein phosphate) | O00167 | Potency, µM (titrated, usually from 76.9 µM), without a hit: top-dose activity, negative = inhibition, hits mostly inhibitors; note: potency is the fitted concentration of half-maximal effect; % is set by controls: 0 for no effect and ±100 for the full control effect
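Eya2 protein (added as 0.2 uM solution) was preincubated with compound for 10 min at ambient temperature in 50 mM HEPES pH 7.5, 50 mM NaCl, 5 uM MgCl2, 0.05% BSA, 1 mM DTT. OMFP (added at 50 uM) then reacted 10 min; fluorescence read at 485/525 nm.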
B2AR arrestin – agonists driving beta-arrestin recruitment to human beta2-adrenergic receptor | P07550 | beta-arrestin recruitment to beta2AR, cell-based reporter | Potency, µM (series often up to 46.1 µM), without a hit: at the highest dose activation, actives largely listed as activators | 0.02% of 330,000 active;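 note: potency is the fitted concentration of half-maximal effect; 0% = DMSO controls and full agonism = EC100 isoproterenol or metaproterenol; nearly all actives have a fitted effect of over 65% in size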
Target sequence (P07550 whole entry, looked up): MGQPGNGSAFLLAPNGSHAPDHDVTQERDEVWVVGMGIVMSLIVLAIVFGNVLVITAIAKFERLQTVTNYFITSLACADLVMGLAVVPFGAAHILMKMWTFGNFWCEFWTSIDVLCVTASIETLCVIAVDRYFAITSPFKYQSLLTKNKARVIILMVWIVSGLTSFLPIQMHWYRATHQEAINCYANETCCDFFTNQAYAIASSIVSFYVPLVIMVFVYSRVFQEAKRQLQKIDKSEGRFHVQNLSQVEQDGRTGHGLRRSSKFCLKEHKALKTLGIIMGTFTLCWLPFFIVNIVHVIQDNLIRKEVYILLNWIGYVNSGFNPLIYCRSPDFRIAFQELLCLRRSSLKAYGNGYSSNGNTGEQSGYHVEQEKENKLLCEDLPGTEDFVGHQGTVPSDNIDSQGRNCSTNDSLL
* = called active by the depositor; ? = inconclusive; . = not tested or not shown; [ ] = dose if it differs, or a comment. Unless noted, calls come from the whole dose curve; as a rule, active = well fitted curve in the direction sought with a large enough effect; inconclusive = small, poorly fitted or top-dose-only effect, or another doubt; inactive = no such curve, though single readings can be large; an effect the other way counts as inactive or inconclusive.

SMILES	TRPV1 agonist	Integrin act MD	S-ASM inh	BRCA1 expr up	p53 reactivator	TSG101-PTAP inh	ELG1 genotoxic	USP2a inh	uPA surface inh	Eya2 phos inh	B2AR arrestin
COc1ccc(CCC(C)NCc2ccc(Cl)c(Cl)c2)cc1 (centres undefined)	8	-54%[inhibitor]	2%	2%	.	0%	-2%	0%	-2%	-1%	-0.1%
COc1cccc(-c2nnn(CC(=O)N(CC(C)C)C3CCS(=O)(=O)C3)n2)c1 (centres undefined)	-2	0%	-2%	-17%	-4%	0%	-1%	0%	-3%	6%	-0.2%
COc1ccc(S(=O)(=O)N(C)C[C@H]2Oc3c(NC(=O)NC(C)C)cccc3C(=O)N([C@H](C)CO)C[C@@H]2C)cc1	.	31%	2%	13%	-5%	-8%	1%	3%	18%	9%	-0.5%
CCn1ncc(C2=NOC(C(=O)Nc3ccc(C)cc3)C2)c1C (centres undefined)	-1	-23%	2%	-39%	-2%	-2%	-9%	1%	-1%	-3%	0.0%
N#C/C(C(=O)NCc1ccco1)=C1/SC(Cc2ccc(Cl)cc2)C(=O)N1c1ccccc1 (centres undefined)	4	3%	0%	-25%	10%	-1%	-6%	-11%	-3%	-3%	2.5%
Cc1nnc(Nc2ccccc2)n(N)c1=O	-2	19%	-4%	-1%	-5%	-9%	2%	-1%	4%	6%	-0.5%
COc1ccccc1CCC(=O)N1CCN(C(=O)c2ccccc2)CC1	1	1%	-2%	-1%	-1%	-8%	-1%	-7%	0%	8%	0.5%
CCc1ccc(NC(=O)CSc2nnc(Cc3cccn3C)n2-c2ccc(F)cc2)cc1	0	-24%	-4%	-3%	-6%	-4%	-18%	-6%	17%	-16%	-0.2%
CCOc1ccc(C2C3=C(CCCC3=O)Nc3ccc4ncccc4c32)cc1 (centres undefined)	22	?	127%[activator]	-73%	-8%	-6%	?	-3%	-8%	-13%	12%
CCOC(=O)c1c(NC(=O)C(Sc2ccccc2)c2ccccc2)sc(C(=O)N(C)C)c1C (centres undefined)	10	-49%[inhibitor]	-12%	-75%[inhibitor]	-7%	3%	-5%	-2%	-10%	-9%	-0.7%
Cc1c(C2OC(=O)C3(CCCCC3)C(=O)C2(C)C)c(=O)n(-c2ccccc2)n1C (centres undefined)	3	-18%	-1%	-10%	-1%	-3%	0%	0%	-12%	2%	-0.1%
CC(C)(C)C1CCC(=O)C(C2(O)C(=O)Nc3ccccc32)C1 (centres undefined)	2	-2%	0%	-3%	-7%	-1%	1%	1%	8%	-2%	-0.1%
Cn1c(=O)oc2cc(S(=O)(=O)N3CCN(c4ccccc4F)CC3)ccc21	11	36%	-1%	7%	13%	16%	6%	2%	8%	5%	0.2%
CCn1c(COc2ccccc2C)nnc1SCC(=O)N1CCCCC1	-5	-11%	1%	-1%	-1%	-4%	1%	-1%	0%	15%	0.1%
COc1ccccc1OCCn1cc(/C=C(\C#N)C(=O)NCc2ccco2)c2ccccc21	0	15%	13%	-33%	1%	2%	-2%	5%	-4%	1%	-0.7%
O=C(Nc1ccc(S(=O)(=O)N2CCOCC2)cc1)c1ccc(Cl)s1	?	8%	-11%	-1%	-10%	-3%	-3%	-1%	-1%	1%	-0.1%
Cc1cccc2cc3c(N)c(C(=O)N4CCOCC4)sc3nc12	3	-27%	-10%	-13%	7%	0%	?	-1%	-6%	10%	-1.0%
CC1=CC(C)C2C(=O)N(CCC[N+](C)(C)C)C(=O)C2C1 (centres undefined)	-5	0%	1%	-26%	1%	0%	-8%	-1%	2%	14%	-0.5%
NC(=O)C1CC(=O)N(c2ccc(OCc3c(Cl)cccc3Cl)cc2)C1 (centres undefined)	17	9%	1%	4%	-4%	-3%	1%	1%	-3%	-7%	5.7%
CCS(=O)(=O)c1nc(S(=O)(=O)c2ccc(Cl)cc2)c(N2CCC(C(N)=O)CC2)s1	0	-44%[inhibitor]	-2%	-15%	-3%	-2%	-2%	3%	8%	-4%	-0.2%
O=C(c1ccc2c(c1)[nH]c(=S)n1c3ccccc3nc21)N1CCN(c2ncccn2)CC1	.	23%	3%	1%	?	-2%	8%	0%	2%	5%	-0.3%
CC1(c2ccccc2Br)NC(=O)N(CC(=O)N2CCc3ccccc3C2)C1=O (centres undefined)	.	-3%	2%	-17%	-1%	-2%	0%	2%	0%	-21%	-0.1%
COc1ccc(C(=O)N2CCC(C(=O)Nc3ccc4c(c3)OCCO4)CC2)cc1	-3	-4%	-1%	18%	15%	0%	?	0%	-1%	9%	0.3%
CC(C)(C)c1ccc(S(=O)(=O)CCc2ccccn2)cc1	18	6%	5%	14µM*	?	-5%	21µM*	-1%	-1%	-18%	0.0%
CC(C)NC(=O)N1CCN(c2ccncc2S(=O)(=O)N2CCOCC2)CC1	-4	5%	-2%	-41%	-1%	-1%	-2%	0%	-9%	-6%	0.4%
Cn1c(CCN2CCN(c3ccccn3)CC2)nc2cc(NC(=O)COc3ccc([N+](=O)[O-])cc3)ccc21	2	2%	2%	-3%	1%	-5%	-1%	0%	1%	-17%	-0.1%
CC(=O)c1ccc(N2CCN(C(=O)c3cc(C)on3)CC2)cc1	2	2%	5%	2%	13%	-3%	6%	2%	.	-10%	0.0%
COCCn1cc(C(=O)N2CCC(C)CC2)c2c3ccccc3n(C)c2c1=O	22	-10%	13%	-29%	28%	-7%	-6%	-8%	.	8%	0.0%
CC1CC(C)CN(CCCNC(=O)c2cc3c(=O)[nH]c4ccccc4c3n2C)C1 (centres undefined)	0	-19%	-11%	18%	24%	-1%	3%	1%	1%	-3%	-1.2%
COc1cccc(C2CC(c3cccc(Br)c3)n3nc(N)nc3N2)c1 (centres undefined)	5	-30%	28%	-9%	-1%	-2%	6%	0%	1%	-15%	-0.2%
Cc1ccc(Cn2c(=O)cc(C(=O)O)c3ccccc32)cc1	1	-25%[7.66 µM]	8%	16%	10%	-5%	0%	0%	.	15%	0.2%
Cc1ccc(-n2ccnc(SCC(=O)NC3CCCC3)c2=O)cc1Cl	5	-27%	42%[activator]	-32%	-1%	0%	0%	0%	0%	19%	3.8%
CCOC(=O)c1c(C)c(C(=O)OCC)n(C)c1C	14	7%	-3%	0%	5%	-5%	3%	3%	-2%	-2%	-0.4%
O=C(Cc1c(F)cccc1Cl)Nc1ncc([N+](=O)[O-])s1	6	2%	-5%	84%	11%	-3%	-1%	1%	1%	-18%	0.0%
CC(C)(C)OC(=O)N[C@@H](Cc1ccccc1)C(=O)N1CCC(C(=O)NCC(=O)O)CC1	5	1%	8%	-12%	4%	-3%	0%	-1%	2%	2%	-0.6%
O=C(CCC(=O)Nc1ccccc1Cl)NNC(=O)Nc1cccc([N+](=O)[O-])c1	0	7%	-4%	-4%	?	-7%	-2%	3%	3%	11%	-3.7%
O=C(Nc1nncs1)C12CC3CC(CC(C3)C1)C2	0	-42%	1%	-5%	-3%	0%	-5%	2%	-3%	-2%	0.2%
CN1C(=O)/C(=C/C=C2\SCCN2C)OC1=S	7	-14%	-9%	5.6µM*	8%	?	?	5%	0%	6%	0.0%
COCCn1c(SCC(=O)Nc2ccc(OC)cc2)nnc1-c1ccoc1C	1	14%	1%	21%	7%	-3%	5%	0%	3%	-23%	-0.3%
O=C(Nc1nc(-c2ccccn2)cs1)C1COc2ccccc2O1 (centres undefined)	-3	-28%	-12%	-48%	?	-2%	?	-8%	?	-4%	0.0%
CCC(=O)NC(Nc1nc(C)cs1)(C(=O)OC)C(F)(F)F (centres undefined)	1	11%	4%	-16%	0%	0%	4%	1%	2%	1%	6.0%
CC(=O)Nc1ccccc1NC(=O)C/C(C)=N/NC(=O)Cc1cccc2ccccc12	0	6%	3%	13%	12%	2%	1%	11%	6%	6%	-0.5%
N#Cc1ccsc1NC(=O)COC(=O)c1ccc(Br)o1	.	-17%	0%	-8%	7%	-8%	4%	-2%	-16%	-23%	-0.4%

Only Integrin act MD, for some of the entries so far:
| SMILES | Integrin act MD |
| --- | --- |
| COCCn1c(SCC(=O)Nc2ccc(OC)cc2)nnc1-c1ccoc1C | 14% |
| O=C(Nc1nc(-c2ccccn2)cs1)C1COc2ccccc2O1 (centres undefined) | -28% |

Screening data deposited in PubChem by National Center for Advancing Translational Sciences (NCATS).

Outcome played no part in choosing rows, and some 2.6% of all compounds hit somewhere here.
